Screening data as filed in PubChem BioAssay.
HSF1 activator: HSF-1 activators, primary screen, NIH3T3-HGL cells, MG132 stress, luminescence, single point | NIH3T3-HGL HSF-1 luciferase reporter, 8 h; 100% = twice DMSO control signal | activation, % at 9 µM | 300,000 tested, 1.7% active | AID 504408, 2011;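 active = mean replicate activation of at least 50% with a set share of replicates each reaching 50%; inconclusive = only one of those two conditions met; inactive = mean below 50% and too few replicates reaching it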;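 note: 0% = median of the neutral control wells and 100% = twice that signal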
HIF act: HIF pathway transcriptional activators, primary screen, cell-based, U2OS HRE-luciferase, luminescence | U2OS HRE-luciferase reporter; normalized: DMSO 0%, desferrioxamine 100% | AID 1910, 2009 | activation, % at 7.5 µM (by protocol) | 300,000 tested, 0.32% active;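 active = mean activation of at least 10% of the iron chelator positive control signal, with at least half of replicates also reaching 10%; inconclusive = mean and replicate majority disagree about reaching 10%; inactive = mean and most replicates under 10%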
aSyn UTR inh: MLPCN primary screen, SNCA 5' untranslated region; alpha-synuclein 5'UTR reporter, inhibitor activity; inhibition, % (tested at 7.5 µM); 300,000 tested, 0.82% active; in the data active = inhibition above about 60%; inconclusive = no clear call, values can overlap the other calls;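 note: H4 neuroglioblastoma cells stably carrying SNCA 5'UTR luciferase fusion; 0% = DMSO wells and 100% = positive control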
AI-2 QS mod: Vibrio harveyi AI-2 quorum sensing modulators, primary screen, JMH597 strain, luminescence/OD600 ratio; 300,000 tested, 0.4% active; activity change, % at 7.5 µM; Vibrio harveyi JMH597 AI-2 luminescence/OD600 ratio, 9 h; hits give low values; strain lacks LuxN and CqsS sensors; 0 = neutral-control median; in the data active = activity change below about -75%, passing the limit was not always enough; inconclusive = no clear call, values can overlap the other calls;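 note: luminescence divided by OD600 gain over 9 h not by final OD600 alone; inactives centre near 13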
IEC-6 cytotox: cytotoxicity in IEC-6 intestinal epithelial cells, primary screen, cytotoxicity control for KLF5 inhibitor project, cell-based, luminescence; IEC-6 cytotoxicity, luminescence viability; inhibition, % at 5 µM; 290,000 tested, 0.78% active; in the data active = inhibition above about 22%;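 note: 0% = plate median of test compound wells and 100% = cytotoxic reference compound wells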
GSK3B inh: human GSK3beta kinase inhibitors, primary screen, biochemical, cell-free homogeneous, HTS; Glycogen synthase kinase-3 beta (Homo sapiens), P49841; 300,000 tested, 0.038% active; GST-GSK3beta kinase, ADP-Glo luminescence, 60 min; hits give low values; AID 2097, 2009; activity score (negative = inhibition), % at 10 µM;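 active = more than half of replicate wells score below -50%, meaning over 50% inhibition versus plate controls; inconclusive = some replicates but at most half score below -50%; inactive = no replicate scores below -50%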;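 note: 0% = median DMSO wells and -100% = median GW8510 positive control wells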
Target sequence (P49841 whole entry, looked up): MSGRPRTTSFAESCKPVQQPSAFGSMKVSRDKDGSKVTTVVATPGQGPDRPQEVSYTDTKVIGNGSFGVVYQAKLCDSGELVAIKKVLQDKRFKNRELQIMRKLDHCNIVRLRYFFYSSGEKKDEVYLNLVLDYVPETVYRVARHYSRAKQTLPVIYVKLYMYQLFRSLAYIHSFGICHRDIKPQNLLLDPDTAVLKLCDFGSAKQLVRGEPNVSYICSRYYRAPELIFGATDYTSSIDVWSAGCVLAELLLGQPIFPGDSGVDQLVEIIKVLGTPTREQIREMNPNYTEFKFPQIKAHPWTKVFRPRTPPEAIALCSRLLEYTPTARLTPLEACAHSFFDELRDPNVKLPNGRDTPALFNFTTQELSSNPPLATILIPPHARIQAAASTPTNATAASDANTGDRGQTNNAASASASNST
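Assay system: GST-tagged human GSK3beta kinase, cell-free; Input: 1.6 ng GSK3beta; Medium: Tris/MgCl2 kinase buffer; Timing: 60 min enzyme reaction, room temperature; Signal: ADP-Glo luminescence quantifying ADP generated by kinase; Evaluation: score relative to plate controls; Benchmarks: DMSO neutral wells and GW8510 at 20 µM as positive.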
HSP90 refold inh: HSP90 inhibitors, primary screen, cell lysate, luminescence; Heat shock protein HSP 90 (rabbit reticulocyte lysate; luciferase refolding); Rabbit reticulocyte lysate, luciferase refolding luminescence, 3 h; inhibition, % at 5.6 µM; 290,000 tested, 0.91% active; AID 1789, 2009;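 active = inhibition above the screen-wide mean plus 3 SD, computed separately per campaign, cut at about 16% in these data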;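 note: 0% = DMSO wells and 100% = 60 µM geldanamycin wells; inhibitors lower the luminescence because luciferase stays unfolded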
GSK3 alpha inh: blockers of GSK3A enzyme activity – biochemical, luminescence, cell-free homogeneous, HTS, primary screen | Glycogen synthase kinase-3 alpha (Homo sapiens), P49840 | GSK-3 alpha kinase, ADP-Glo luminescence, 60 min | inhibition, % at 10 µM | 320,000 tested, 0.1% active;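 in the data active = inhibition above about 50%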;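 note: GST-tagged GSK-3 alpha with peptide substrate and 25 µM ATP; 0% = DMSO neutral wells and 100% = GW8510 positive control wells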
Target sequence (P49840 whole entry, looked up): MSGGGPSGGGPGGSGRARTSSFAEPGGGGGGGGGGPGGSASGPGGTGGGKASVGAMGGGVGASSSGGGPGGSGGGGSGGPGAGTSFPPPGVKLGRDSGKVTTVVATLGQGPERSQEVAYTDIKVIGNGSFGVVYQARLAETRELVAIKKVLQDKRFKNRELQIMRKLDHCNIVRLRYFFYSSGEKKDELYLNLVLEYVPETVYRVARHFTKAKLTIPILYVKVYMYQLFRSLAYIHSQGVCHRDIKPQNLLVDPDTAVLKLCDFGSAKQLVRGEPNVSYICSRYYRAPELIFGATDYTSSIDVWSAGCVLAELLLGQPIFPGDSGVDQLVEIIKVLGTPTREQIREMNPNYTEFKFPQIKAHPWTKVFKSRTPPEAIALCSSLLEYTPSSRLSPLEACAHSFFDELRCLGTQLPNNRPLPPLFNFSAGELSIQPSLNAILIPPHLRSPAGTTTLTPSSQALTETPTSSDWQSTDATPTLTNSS
KLF5 inhibitor: KLF5 expression inhibitors, primary screen, DLD-1 cells, luminescence. AID 1700, 2009. inhibition, % at 5 µM. DLD-1 KLF5 promoter-luciferase reporter. 290,000 tested, 0.23% active;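 active = inhibition above a per-plate limit of that plate's mean compound inhibition plus 3 SD, cut at about 60% in these data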;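 note: 0% = DMSO wells and 100% = LY294002 at 200 µM; higher means less KLF5 promoter-driven luciferase light; inactives centre near -14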
HSF1 inh: HSF1 inhibitors in luciferase reporter cells, primary screen, cell-based, NIH3T3, luminescence. NIH3T3-HGL HSE-luciferase, MG132-induced, luminescence 8 h; hits give low values. activity change, negative = inhibition, % at 7.5 µM (by protocol). 300,000 tested, 0.77% active;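 active = more than half of replicate wells show activity change below -50%, luminescence cut by over half; inconclusive = some wells, but at most half, below -50%; inactive = no replicate well below -50%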;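 note: luciferase reports HSF-1 transcriptional activity via heat shock element; 0% = median of DMSO wells and -100% = zero luminescence signal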
Starred values were filed as active, the others as inactive; ? = inconclusive; . = not tested or not shown.

SMILES | HSF1 activator | HIF act | aSyn UTR inh | AI-2 QS mod | IEC-6 cytotox | GSK3B inh | HSP90 refold inh | GSK3 alpha inh | KLF5 inhibitor | HSF1 inh
CC1(C)Cc2nc3sc(C(=O)NCCCO)c(N)c3cc2CS1 | -13 | 3.3 | -92 | 10 | -9 | 3 | -2 | -2 | -58 | 9
COc1ccccc1N1CCN(C(=O)Cn2c(=O)oc3cc(S(=O)(=O)N4CCCC4)ccc32)CC1 | 5 | 0.0 | 34 | 19 | -8 | 1 | 0 | 3 | -18 | -5
COc1ccc2nc(SCC(=O)Nc3ccccc3OC)[nH]c2c1 | 13 | 0.5 | -9 | 14 | -1 | 2 | -1 | -1 | -8 | -2
N#Cc1cccc(NC(=O)Cc2ccccc2)c1 | 0 | 0.0 | 7 | 10 | 4 | -1 | 4 | -4 | -9 | -7
Cc1ccc(-c2ccnc3nc(-n4cccc4)nn23)o1 | -5 | 0.1 | 24 | 2 | 10 | 2 | 4 | 0 | -9 | 6
CCOC(=O)/C(C#N)=C/c1cc2cc(C)c(C)cc2nc1Cl | 7 | 0.8 | -24 | 5 | 12 | -5 | 8 | -4 | 8 | 21
COc1ccc(CCNC(=O)CN(C2CCCCC2)S(C)(=O)=O)cc1OC | -18 | -0.1 | 22 | 3 | -3 | -2 | -2 | -2 | 3 | -3
Nc1nc(NC(=O)c2ccc(Cl)cc2)nn1-c1ccccc1 | 7 | 0.9 | -37 | 22 | 1 | 2 | -3 | 0 | -18 | -8
CCn1nc(C)c(CNC(=O)C2CCC(=O)N(Cc3cccc(F)c3)C2)c1C (stereo not drawn) | 0 | 0.5 | 0 | 20 | -2 | 5 | -4 | 8 | -27 | -2
CC(C)=CCC/C(C)=C/Cc1c(O)ccc(C(=O)/C=C/c2ccc(O)cc2)c1O | -1 | -4.0 | -44 | 26 | 1 | -2 | 2 | -4 | -7 | -2
CCOC(=O)CN1C(=O)S/C(=C/c2cc(C)n(C)c2C)C1=O | -57 | 1.6 | -177 | . | -5 | . | 2 | -2 | -57 | -40
CC(=O)Nc1ccc2nc(C3CC3)n(Cc3ccc(Cl)cc3)c(=O)c2c1 | ? | 5.1 | -165 | 42 | 6 | 3 | 1 | -7 | -40 | 54
COC(=O)c1ccc(CNC(=O)COC(=O)C23CC4CC(CC(C4)C2)C3)cc1 | 3 | -0.5 | 12 | 12 | 1 | 4 | -3 | -3 | -13 | -5
O=S(=O)(c1c(F)cccc1F)N1CCN(C(=S)NCc2ccc3c(c2)OCO3)CC1 | 8 | -1.3 | 23 | 12 | -8 | 2 | -1 | -2 | -2 | 6
CCCC(C(=O)Nc1cccc(S(=O)(=O)N2CCCC2)c1)c1ccccc1 (stereo not drawn) | 40 | -0.1 | 18 | 7 | . | 3 | . | -1 | . | 9
C=CCN1C(=O)C(O)(CC(=O)c2c(C)n[nH]c2C)c2cc(Br)ccc21 (stereo not drawn) | 3 | 0.6 | 13 | 25 | 1 | -3 | -1 | 0 | -5 | -1
O=C(Nc1ccc(S(=O)(=O)Nc2ncccn2)cc1)c1cccc(Br)c1 | 14 | -0.1 | 3 | 1 | 2 | -5 | 0 | 2 | -17 | -2
CCOC(=O)c1c(S(=O)(=O)NCC(=O)Nc2ccccc2OC)c(C)n(C)c1C | 16 | -0.7 | 1 | 29 | -2 | 0 | -7 | -2 | -13 | 1
O=C(Nc1ccccc1Br)c1ccc(N2CCCC2=O)cc1 | 9 | 3.1 | -124 | . | . | . | . | 0 | . | 9
O=C(CCSCCc1ccccn1)Nc1ccc(Br)cc1F | 7 | -0.6 | 4 | 5 | 7 | 7 | 2 | -1 | -24 | -5
C#CC(=O)N(c1ccc(OC)c(OC)c1)C(C(=O)NC1CCCC1)c1cccs1 (stereo not drawn) | . | -3.4 | 36 | 6 | 100* | 1 | 4 | 3 | -2 | .
Cc1ccc(C)c(Nc2ncccc2C(=O)NCc2cccs2)c1 | 55* | 0.1 | 1 | -18 | 10 | -6 | 0 | -4 | -11 | 24
O=C(Nc1cccnc1)c1ccc(Oc2ccccc2)cc1 | 19 | 3.4 | -70 | ? | -3 | -1 | -1 | -1 | -25 | 1
CCc1cc(C(=O)N2CCCc3ccccc32)sc1C | 11 | 0.2 | -13 | 25 | 3 | 1 | 1 | 0 | -43 | 10
CC(=O)OCC(OC(C)=O)C(OC(C)=O)C(OC(C)=O)C(=O)Nc1ccc(C)cc1 (stereo not drawn) | 2 | -0.5 | -15 | 26 | 7 | 1 | -2 | -2 | 23 | 3
COc1ccc(CCNC(=O)c2c(-c3ccccc3)noc2C)cc1OC | -5 | . | 12 | 15 | 4 | 3 | -2 | 0 | -22 | -2
CCOc1ccccc1NC(=O)C1CCCN(c2c(CC)c(C)nc3ncnn23)C1 (stereo not drawn) | -2 | -0.9 | 22 | 19 | -6 | 1 | 0 | -2 | -13 | -7
Cc1ccc(S(=O)(=O)Nc2ccc(-c3ccc4nncn4n3)cc2)cc1 | 4 | -0.3 | 15 | 4 | . | -2 | . | 0 | . | -3
CC1CCC2(CC1)NC(=O)N(CC(=O)Nc1cccc(S(=O)(=O)N3CCOCC3)c1)C2=O (stereo not drawn) | 7 | 0.1 | -4 | 4 | -5 | 0 | -3 | 2 | 1 | -4
O=C(NC(=S)NCc1ccccc1)c1ccccc1F | 9 | 0.1 | 17 | -5 | -3 | 1 | -5 | -2 | -14 | 5
OCCN(Cc1ccccc1)Cc1ccccc1Cl | 13 | -0.3 | 3 | -2 | -4 | 1 | -3 | -3 | -18 | 3
COc1ccc(N(CC(=O)N2CCOCC2)S(=O)(=O)c2ccccc2)cc1Cl | 43 | -0.3 | -11 | 14 | -2 | 10 | 1 | -1 | -27 | 10
O=C(NCCN1CCOCC1)c1c(Cl)cccc1Cl | -4 | -0.3 | 6 | -10 | 2 | 1 | -2 | -5 | 2 | -2
Cc1ccc(-c2cc(C(=O)Nc3cccc(S(=O)(=O)N(C)C)c3)c3ccccc3n2)o1 | -3 | -0.5 | 0 | 12 | 0 | 1 | -1 | 4 | 11 | 1
CN(C)S(=O)(=O)c1ccc(NC(=O)Cc2ccc(S(=O)(=O)N3CCOCC3)s2)cc1 | 25 | -0.3 | 7 | 33 | 5 | -3 | 0 | 0 | 6 | -4
CCCCNC(=O)[C@H](CSCc1ccccc1)N1Cc2ccccc2C1=O | 6 | . | 12 | 9 | 2 | 0 | 5 | -3 | -16 | -1
CC1CCN(CCCCOc2ccc(C(C)(C)C)cc2)CC1 | 6 | 1.0 | 2 | 6 | -1 | -2 | 3 | 3 | -7 | 1
O=C(c1ccco1)N1CCN(C(=O)C2CCCO2)CC1 (stereo not drawn) | -9 | -0.9 | 2 | 15 | 4 | -3 | 2 | 0 | -2 | -6
COc1ccc(Cc2nnc(NC(=O)C(C)(C)C)s2)cc1 | 9 | 0.1 | -9 | 4 | 1 | -2 | 1 | 1 | -26 | 2
Fc1ccc(CNc2nc(-c3cccnc3)nc3ccccc23)cc1 | 12 | -0.4 | 17 | 29 | 6 | -4 | -1 | -1 | -16 | -4
Cc1[nH]c(=O)c(C#N)c(C)c1Cc1ccc(Cl)cc1Cl | 4 | -0.5 | 29 | 19 | 4 | 0 | -5 | -3 | 1 | 0
COC(=O)C1=C(C)n2nnnc2NC1c1ccc(Cl)cc1 (stereo not drawn) | 7 | -0.4 | 25 | 21 | 3 | 0 | 1 | -1 | -29 | 0
Clc1cccc2c3c([nH]c12)CCNC3 | -6 | -0.4 | 8 | 29 | 0 | -2 | -2 | -3 | -17 | -12
O=C(N=C1SC2CS(=O)(=O)CC2N1CCc1ccccc1)C1CCCCC1 (stereo not drawn) | 5 | -0.6 | 7 | 14 | 1 | -2 | 2 | -2 | 0 | 1
Cc1ccccc1CNC(=O)C(=O)NCCC1CCCCN1S(=O)(=O)c1ccccc1 (stereo not drawn) | 9 | -2.2 | 20 | 13 | . | 3 | . | 1 | . | 3
COc1cc(/C=N/n2c(C3CCCCC3)n[nH]c2=S)cc(OC)c1O | -4 | 1.0 | -9 | 19 | -12 | -3 | -4 | -2 | -59 | -3

8 compounds from above, ordered by count of non-hydrogen atoms, rising:
SMILES | HSF1 activator | HIF act | aSyn UTR inh | AI-2 QS mod | IEC-6 cytotox | GSK3B inh | HSP90 refold inh | GSK3 alpha inh | KLF5 inhibitor | HSF1 inh
Clc1cccc2c3c([nH]c12)CCNC3 | -6 | -0.4 | 8 | 29 | 0 | -2 | -2 | -3 | -17 | -12
O=C(c1ccco1)N1CCN(C(=O)C2CCCO2)CC1 (stereo not drawn) | -9 | -0.9 | 2 | 15 | 4 | -3 | 2 | 0 | -2 | -6
COc1ccc(Cc2nnc(NC(=O)C(C)(C)C)s2)cc1 | 9 | 0.1 | -9 | 4 | 1 | -2 | 1 | 1 | -26 | 2
CC1CCN(CCCCOc2ccc(C(C)(C)C)cc2)CC1 | 6 | 1.0 | 2 | 6 | -1 | -2 | 3 | 3 | -7 | 1
Fc1ccc(CNc2nc(-c3cccnc3)nc3ccccc23)cc1 | 12 | -0.4 | 17 | 29 | 6 | -4 | -1 | -1 | -16 | -4
CCCCNC(=O)[C@H](CSCc1ccccc1)N1Cc2ccccc2C1=O | 6 | . | 12 | 9 | 2 | 0 | 5 | -3 | -16 | -1
CN(C)S(=O)(=O)c1ccc(NC(=O)Cc2ccc(S(=O)(=O)N3CCOCC3)s2)cc1 | 25 | -0.3 | 7 | 33 | 5 | -3 | 0 | 0 | 6 | -4
Cc1ccccc1CNC(=O)C(=O)NCCC1CCCCN1S(=O)(=O)c1ccccc1 (stereo not drawn) | 9 | -2.2 | 20 | 13 | . | 3 | . | 1 | . | 3
